hIAP block: blocks human intestinal alkaline phosphatase. P09923. purified IAP, CDP-Star luminescence, 30 min. inhibition, % at 10 µM. 330,000 compounds, 0.12% hits;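 active means inhibition reaching a set limit with compound at 10 µM in the primary screen, cut at about 35% in these data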;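 further: plate controls were DMSO wells with enzyme for no effect and no-enzyme buffer wells for full effect; values of inactives mirror those of a sister screen read the other way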
Target sequence (P09923 whole entry, looked up): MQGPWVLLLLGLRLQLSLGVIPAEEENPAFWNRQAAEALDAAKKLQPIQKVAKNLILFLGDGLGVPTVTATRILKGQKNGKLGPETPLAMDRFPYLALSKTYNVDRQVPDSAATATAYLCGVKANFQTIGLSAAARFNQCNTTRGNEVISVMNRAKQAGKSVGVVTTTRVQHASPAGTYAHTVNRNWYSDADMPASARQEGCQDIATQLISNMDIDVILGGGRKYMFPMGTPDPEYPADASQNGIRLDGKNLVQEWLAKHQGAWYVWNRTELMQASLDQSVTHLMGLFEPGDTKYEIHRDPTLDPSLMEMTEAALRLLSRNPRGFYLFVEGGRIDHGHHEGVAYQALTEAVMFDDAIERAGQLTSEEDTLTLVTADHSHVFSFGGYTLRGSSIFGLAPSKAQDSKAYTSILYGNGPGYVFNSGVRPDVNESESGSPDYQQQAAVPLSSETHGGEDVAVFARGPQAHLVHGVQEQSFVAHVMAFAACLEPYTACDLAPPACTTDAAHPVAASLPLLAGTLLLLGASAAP
mIAP activ: mouse IAP activation; AID 2805; muIAP, CDP-Star luminescence, 30 min; stronger effect = higher value; 1 = vehicle-only enzyme signal, 0 = enzyme-free wells; 330,000 compounds, 0.24% hits; activation factor at 10 µM;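 active means activation factor of at least 2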; further: the source names both 10 and 20 µM as test concentration; values of inactives mirror those of a sister screen read the other way
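also added = chemiluminescent substrate CDP-Star | test system = mouse IAP enzyme | signal = chemiluminescence readout | compound = DMSO-dissolved test compounds | incubation = 30 min at room temperature | benchmarks = DMSO wells, no-enzyme wells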
APOBEC3A inh: inhibitors of human APOBEC3A DNA deaminase | recombinant A3A, FAM/TAMRA ssDNA deamination fluorescence | inhibition, % at 20 µM | 330,000 compounds, 0.41% hits;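 active means at least 40% inhibition at 20 µM here, with at most 30% in a related deaminase screen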;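 further: plate controls were A3A with DMSO for no effect and wells lacking A3A enzyme for full effect; some results filed as inactive read as strong as hits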
Target sequence (P31941 whole entry, looked up): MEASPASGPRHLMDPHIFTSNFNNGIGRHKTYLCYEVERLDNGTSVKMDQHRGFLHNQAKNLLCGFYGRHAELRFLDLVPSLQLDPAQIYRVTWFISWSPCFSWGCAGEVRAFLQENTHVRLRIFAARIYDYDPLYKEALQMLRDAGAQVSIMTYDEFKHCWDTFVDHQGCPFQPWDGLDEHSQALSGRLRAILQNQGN
hIAP activ: human IAP activation | 330,000 compounds, 0.16% hits | activation factor at 10 µM | purified human IAP, CDP-Star luminescence, 30 min; stronger effect = higher value; 1 = vehicle-only enzyme, 0 = enzyme-free background | P09923 | AID 2524;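 active means activation factor of the enzyme at least 2-fold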; further: the source names both 10 and 20 µM as test concentration; values of inactives mirror those of a sister screen read the other way
A3G deaminase: inhibitors of human APOBEC3G DNA deaminase; inhibition, % at 20 µM; 330,000 compounds, 0.28% hits; recombinant A3G, ssDNA deamination FAM/TAMRA fluorescence; AID 493012; Q9HC16;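 active means inhibition of at least 40% at 20 µM, with no more than 30% in the related APOBEC3A deaminase screen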;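 further: plate controls were DMSO wells with A3G for no effect and wells lacking A3G enzyme for full effect; some compounds called inactive have numbers as strong as hits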
Target sequence (Q9HC16 whole entry, looked up): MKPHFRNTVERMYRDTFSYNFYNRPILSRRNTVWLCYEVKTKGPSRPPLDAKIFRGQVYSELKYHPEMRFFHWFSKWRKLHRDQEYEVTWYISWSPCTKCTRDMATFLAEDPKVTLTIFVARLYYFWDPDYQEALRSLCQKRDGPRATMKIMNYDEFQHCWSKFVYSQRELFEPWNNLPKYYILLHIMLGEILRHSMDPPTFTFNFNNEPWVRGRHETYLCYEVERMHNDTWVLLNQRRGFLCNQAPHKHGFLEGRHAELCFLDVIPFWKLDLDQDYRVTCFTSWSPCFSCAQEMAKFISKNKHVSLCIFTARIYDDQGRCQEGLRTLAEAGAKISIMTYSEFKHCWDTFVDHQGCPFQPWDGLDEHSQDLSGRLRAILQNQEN
NLRP3 yeast inh: inhibitors of NALP3 inflammasome in yeast. AID 2825. Yeast reconstituted NLRP3/ASC/caspase-1, beta-gal luminescence, 24 h. inhibition, % at 10 µM. 330,000 compounds, 0.39% hits;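 active means inhibition of 50% or more; inactive means inhibition below 50%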;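 further: plate controls were induced DMSO wells for no effect and uninduced yeast grown without galactose for full effect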
mIAP inh: mouse IAP inhibition; purified mouse IAP, CDP-Star luminescence, 30 min; inhibition, % at 10 µM; 330,000 compounds, 0.2% hits;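 active means inhibition of at least 40% at 10 µM in the primary screen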;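 further: plate controls were DMSO with enzyme for no effect and no enzyme wells for full effect; values of inactives mirror those of a sister screen read the other way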
beta cell repl: inducers of beta-cell replication in MIN6 cells | AID 2380 | 330,000 compounds, 0.29% hits | MIN6 cells proliferation, ATPlite luminescence, 48 h; cells starved in 0.2% serum; 100% = growth in 10% serum | proliferation, % at 10 µM;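 active means compounds whose signal lies at least 3.5 SD above the mean of all wells on their plate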;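 further: 0% = DMSO-treated cells in low-serum medium and 100% = 10% serum control; some compounds called inactive have numbers as strong as hits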
SENP1 FRET inh: inhibitors of human SENP1 SUMO protease catalytic domain | AID 624204 | recombinant SENP1 catalytic domain, CyPet-SUMO1-YPet FRET cleavage | 360,000 compounds, 0.21% hits | inhibition, % at 10 µM;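 active means inhibition at least 30% at 10 µM, raw YFP signal under a set limit, fluorescence ratio 0.5 to 1.5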;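 further: 0% = enzyme with DMSO and 100% = no enzyme wells; some results filed as inactive read as strong as hits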
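Material: hSENP1 catalytic domain, recombinant; medium: Tris pH 8 with BME, BSA, NP40 and catalase; compound: single concentration of 10 µM compound, 0.5% DMSO final; technique: FRET read of cyan and yellow fluorescence; timing: 50 min enzyme reaction, room temperature, light-protected; reagent: SFCypet-SUMO1-SFYpet substrate at 25 nM; control set: no-enzyme low, enzyme-DMSO high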
Numbers without * were called inactive; x = no result given. Some of the compounds tested; count on the stated rates, not on these rows.

SMILES | hIAP block | mIAP activ | APOBEC3A inh | hIAP activ | A3G deaminase | NLRP3 yeast inh | mIAP inh | beta cell repl | SENP1 FRET inh
CN1c2ccccc2C(C)(C)C12CC(c1ccc(Cl)c(S(=O)(=O)N3CCCC3)c1)=NO2 (configuration not stated) | -14 | 0.97 | 0 | 1.1 | 1 | -1 | 3 | -2 | x
CC(C)c1ccc(S(=O)(=O)N2CCN(C(=O)[C@@H]3CCCN3C(=O)c3cccs3)CC2)cc1 | -8 | 0.95 | 17 | 1.1 | -2 | 5 | 5 | 0 | 0
CCOC(=O)CCC(=O)N(CCN(C(=O)CCC(=O)OCC)c1ccccc1)c1ccccc1 | 10 | 1 | 4 | 0.9 | -7 | 6 | -4 | 0 | 4
COC(=O)c1cc(S(=O)(=O)NCc2ccc(S(N)(=O)=O)cc2)oc1C | -4 | 1.2 | 1 | 1 | -7 | -2 | -19 | -3 | -2
CC1CCN(S(=O)(=O)c2cn(CC(=O)N3CC(C)CC(C)C3)c(=O)c3ccccc23)CC1 (configuration not stated) | -15 | 0.98 | 0 | 1.2 | -7 | 14 | 2 | 0 | 6
CC(C)Nc1ncnc2ccc(Br)cc12 | 0 | 1.1 | -3 | 1 | -8 | -22 | -11 | -3 | 1
NS(=O)(=O)c1ccc(NC(=O)/C=C/c2ccccc2Cl)cc1 | -33 | 0.89 | 2 | 1.3 | -7 | -1 | 11 | -2 | 4
CN1CCC(=NNC(=O)C(=O)Nc2ccccc2)CC1 | 1 | 0.95 | 1 | 0.99 | 1 | 3 | 5 | -1 | 2
Cc1cc([N+](=O)[O-])nn1CC(=O)N/N=C/c1ccccc1Br | 7 | 0.94 | 2 | 0.93 | -3 | 17 | 6 | 0 | 4
Cc1cc(Br)ccc1NC(=O)CNC(=O)c1ccc(-n2cncn2)c([N+](=O)[O-])c1 | 8 | 0.92 | -3 | 0.92 | -10 | 10 | 8 | 3 | 0
CCCN(CC(=O)Nc1ccc(F)c(F)c1F)C(=O)c1ccc2c(=O)n3c(nc2c1)CCC3 | -10 | 1 | 7 | 1.1 | -11 | -2 | 0 | -3 | -1
CC(=O)N1CCN(S(=O)(=O)c2cccc(C(=O)N(Cc3ccccc3)c3cccc(C)c3)c2)CC1 | -3 | 1.1 | 1 | 1 | -4 | 6 | -5 | -4 | 1
COC(CNC(=O)c1ccc2c(c1)ncn2C1CCCCCC1)OC | -14 | 1 | -2 | 1.1 | -1 | 3 | -4 | -3 | -3
O=C(CCCN=C1NS(=O)(=O)c2ccccc21)OCc1ccc(F)cc1 | -13 | 1 | -3 | 1.1 | -5 | 0 | 0 | -6 | 1
COc1ccccc1CNC(=O)C1CCC(CNS(=O)(=O)c2ccc(C)cc2)CC1 (configuration not stated) | -20 | 1 | -5 | 1.2 | -8 | 2 | -2 | -2 | 3

3 neighbouring entries already listed, for reference:
SMILES | hIAP block | mIAP activ | APOBEC3A inh | hIAP activ | A3G deaminase | NLRP3 yeast inh | mIAP inh | beta cell repl | SENP1 FRET inh
COC(CNC(=O)c1ccc2c(c1)ncn2C1CCCCCC1)OC | -14 | 1 | -2 | 1.1 | -1 | 3 | -4 | -3 | -3
O=C(CCCN=C1NS(=O)(=O)c2ccccc21)OCc1ccc(F)cc1 | -13 | 1 | -3 | 1.1 | -5 | 0 | 0 | -6 | 1
COc1ccccc1CNC(=O)C1CCC(CNS(=O)(=O)c2ccc(C)cc2)CC1 (configuration not stated) | -20 | 1 | -5 | 1.2 | -8 | 2 | -2 | -2 | 3

More entries.
SMILES | hIAP block | mIAP activ | APOBEC3A inh | hIAP activ | A3G deaminase | NLRP3 yeast inh | mIAP inh | beta cell repl | SENP1 FRET inh
Cc1ccc(-c2nnc(SCC(=O)N3CCOCC3)nc2-c2ccc(C)cc2)cc1 | -6 | 1 | 5 | 1.1 | -1 | 17 | -3 | -2 | 1
CC(C)(C)CN1CCN(CCCc2ccccc2)C(CCO)C1 (configuration not stated) | -18 | 1.1 | -6 | 1.2 | -5 | 30 | -6 | 5 | -1
COC(=O)C1CCN(C2CC(=O)N(c3cc(C)cc(C)c3)C2=O)CC1 (configuration not stated) | 7 | 1 | 3 | 0.93 | 0 | 5 | -2 | -1 | 3
CC(=O)N[C@@H](Cc1ccc(O)cc1)CN1C(N)=NC[C@@H]1CC(C)C | -6 | 0.95 | 4 | 1.1 | -4 | 10 | 5 | -3 | 1
O=C(Nc1ccc(Oc2ccccc2)cc1)C1CCCN(c2ncccn2)C1 (configuration not stated) | 27 | 1.2 | 8 | 0.73 | -5 | 13 | -20 | -2 | 3
CCOc1ccc(CCNC(=O)c2cc(S(=O)(=O)N3CCOCC3)ccc2C)cc1OCC | 10 | 0.98 | -2 | 0.9 | -10 | 8 | 2 | -3 | -2
O=C(c1ccc(Cl)c(S(=O)(=O)N2CCCCC2)c1)N1CCCCC1 | 4 | 1 | -3 | 0.96 | -4 | 6 | -2 | -3 | 1
CCN(CC)CCN(C(=O)c1ccc2ccccc2c1)c1nc2ccc(F)cc2s1 | 7 | 1 | -2 | 0.93 | -6 | -2 | -2 | -2 | 1
CN(CCc1ccccn1)S(=O)(=O)c1ccc2c3c(cccc13)C(=O)N2 | -4 | 1 | -1 | 1 | -3 | -4 | -4 | -3 | -74
Cc1cccc(C(=O)N2CCC(=O)N(C(COCc3cccc(C(F)(F)F)c3)Cc3ccccc3)CC2)c1 (configuration not stated) | 3 | 1.1 | -3 | 0.97 | -6 | 13 | -9 | -8 | 2
CN(C(=O)COC(=O)CNC(=O)c1cccs1)c1c(N)n(Cc2ccccc2)c(=O)[nH]c1=O | 10 | 0.99 | -1 | 0.9 | -2 | 22 | 1 | -5 | -1
CCn1c(/N=C/c2c[nH]c3ccccc23)nc2ccccc21 | -1 | 0.92 | 2 | 1 | -2 | 18 | 8 | 0 | -4
COC(=O)Nc1ccc(S(=O)(=O)N2CCC(C)CC2)cc1 | 14 | 0.89 | 1 | 0.86 | -3 | 35 | 12 | -2 | -1
O=C(NNC(=O)c1ccc(Oc2ccc(C3SCCS3)cc2)o1)c1ccc(Cl)cc1 | 23 | 0.7 | -1 | 0.77 | -1 | 53* | 30 | -1 | -4
CCCCn1c(SCC(=O)c2ccc(O)c(O)c2)nc2ccsc2c1=O | 5 | 0.6 | -4 | 0.95 | -9 | 7 | 40 | 0 | 0

Quoted at random: 6 entries already listed
SMILES | hIAP block | mIAP activ | APOBEC3A inh | hIAP activ | A3G deaminase | NLRP3 yeast inh | mIAP inh | beta cell repl | SENP1 FRET inh
Cc1cccc(C(=O)N2CCC(=O)N(C(COCc3cccc(C(F)(F)F)c3)Cc3ccccc3)CC2)c1 (configuration not stated) | 3 | 1.1 | -3 | 0.97 | -6 | 13 | -9 | -8 | 2
CCOc1ccc(CCNC(=O)c2cc(S(=O)(=O)N3CCOCC3)ccc2C)cc1OCC | 10 | 0.98 | -2 | 0.9 | -10 | 8 | 2 | -3 | -2
CCN(CC)CCN(C(=O)c1ccc2ccccc2c1)c1nc2ccc(F)cc2s1 | 7 | 1 | -2 | 0.93 | -6 | -2 | -2 | -2 | 1
CCn1c(/N=C/c2c[nH]c3ccccc23)nc2ccccc21 | -1 | 0.92 | 2 | 1 | -2 | 18 | 8 | 0 | -4
Cc1ccc(-c2nnc(SCC(=O)N3CCOCC3)nc2-c2ccc(C)cc2)cc1 | -6 | 1 | 5 | 1.1 | -1 | 17 | -3 | -2 | 1
CN(C(=O)COC(=O)CNC(=O)c1cccs1)c1c(N)n(Cc2ccccc2)c(=O)[nH]c1=O | 10 | 0.99 | -1 | 0.9 | -2 | 22 | 1 | -5 | -1

(cont.)
SMILES | hIAP block | mIAP activ | APOBEC3A inh | hIAP activ | A3G deaminase | NLRP3 yeast inh | mIAP inh | beta cell repl | SENP1 FRET inh
CCCC(C)c1nnc(NC(=O)CS(=O)(=O)Cc2ccccc2)s1 (configuration not stated) | -1 | 0.9 | 4 | 1 | 3 | 18 | 10 | -1 | -1
Cc1cc(C)c2c(c1)OC(=O)CC2c1ccccc1C (configuration not stated) | x | 0.94 | 2 | x | 3 | x | 6 | x | 0
CC(=O)c1sc(=S)n(-c2ccc(Cl)cc2)c1C | -19 | 0.91 | -2 | 1.2 | -2 | -8 | 9 | -3 | 0
CC(C)CCC(O)(CCC(C)C)C(=O)NN1CCCCC1 | 10 | 1 | 0 | 0.9 | -5 | 20 | -3 | 0 | 2
O=C(O)Cc1ccc(NC(=S)NCc2ccco2)cc1 | 9 | 1.1 | 0 | 0.91 | 0 | 9 | -6 | 0 | 2
CC(C)c1ccc(NC(=O)Cn2ncc3ccccc32)cc1 | 6 | 0.95 | -1 | 0.94 | -7 | 38 | 5 | -3 | 1
CC12CCC(C(=O)NCc3ccc4c(c3)OCO4)(OC1=O)C2(C)C (configuration not stated) | -11 | 1 | -3 | 1.1 | -5 | 23 | 0 | -2 | 3
CCCC[C@@H]1C[C@H]1[C@@H](NC(=O)c1ccco1)c1ccc(C(=O)OC)cc1 | -4 | 0.98 | 1 | 1 | -8 | 8 | 2 | -4 | x
Cc1cc(C)c2cc(C#N)c(SCC(=O)NCc3ccco3)nc2c1 | -4 | 0.79 | 6 | 1 | -2 | -9 | 21 | -1 | 41*
COc1ccc2cc(CN(CC3CCCO3)C(=S)Nc3ccccc3)c(=O)[nH]c2c1 (configuration not stated) | -2 | 0.83 | 0 | 1 | -9 | 16 | 16 | -4 | 2
Cc1cc(NC(=O)c2noc3c2CCc2ccccc2-3)no1 | 0 | 1.1 | -2 | 1 | -4 | 24 | -10 | 0 | 0
Cc1ccc(C)c(N(C)C(=O)c2cc3c(=O)[nH]c4ccc(C)cc4c3s2)c1 | 7 | 0.92 | 2 | 0.93 | -2 | 6 | 8 | -4 | 0
CC(=O)Nc1cccc(OCC(=O)Nc2sccc2C(N)=O)c1 | -3 | 0.87 | 5 | 1 | 1 | 7 | 13 | -1 | -6
CC1CN(C(=O)CSc2nnc(NC(=O)NC(C)(C)C)s2)CC(C)O1 (configuration not stated) | 6 | 0.92 | -2 | 0.94 | -8 | 8 | 8 | -2 | 2
CC(NC(=O)COC(=O)c1cccs1)c1ccccc1 (configuration not stated) | 5 | 0.97 | -3 | 0.95 | -4 | -3 | 2 | -3 | 1
CCOC(=O)N1CCN(S(=O)(=O)c2ccc(C(=O)NNc3nc4cc(C)cc(C)c4s3)cc2)CC1 | -52 | 1.1 | -1 | 1.5 | -1 | 8 | -10 | -6 | 39
Cc1cc(C(=O)NCC(C)C)c2ccccc2n1 | 12 | 0.94 | 1 | 0.88 | -4 | 13 | 6 | 0 | 2
C=C(C)CC(Nc1ccc(OC)cc1)c1ccco1 (configuration not stated) | -9 | 1.1 | -1 | 1.1 | 0 | 30 | -6 | 4 | 0
Cc1ccc(NC(=O)C(=O)NCCCN2CC(C(=O)O)CC2=O)cc1 (configuration not stated) | -1 | 0.96 | -1 | 1 | -7 | 2 | 4 | 0 | 1
O=C(NCc1ccccn1)Nc1ccc(Cl)cc1 | -8 | 1.1 | -2 | 1.1 | -4 | 8 | -10 | 1 | 3
CC(C)c1ccc(N2CCN(C(=O)c3ccccc3NC(=O)/C=C\C(=O)O)CC2)cc1 | -1 | 0.9 | 2 | 1 | -4 | 4 | 10 | -3 | 2
